High-throughput results as filed in PubChem.
OX1R antag-1: OX1R (HCRTR1) antagonists, primary screen, fluorescence, CHO/OX1R cells, Fluo-8 calcium, orexin A; Fluo-8 calcium fluorescence; inhibition, % at 5 µM; hit rate 0.43% among 330,000; AID 434989, 2010;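 active means inhibition above its plate's threshold, mean inhibition of all tested compounds on the plate plus 3 SD, cut at about 37% in these data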;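 further: 0% = orexin A challenge wells and 100% = SB-334867-A antagonist wells; not every result past the cut was called active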
Target sequence (O43613 whole entry, looked up): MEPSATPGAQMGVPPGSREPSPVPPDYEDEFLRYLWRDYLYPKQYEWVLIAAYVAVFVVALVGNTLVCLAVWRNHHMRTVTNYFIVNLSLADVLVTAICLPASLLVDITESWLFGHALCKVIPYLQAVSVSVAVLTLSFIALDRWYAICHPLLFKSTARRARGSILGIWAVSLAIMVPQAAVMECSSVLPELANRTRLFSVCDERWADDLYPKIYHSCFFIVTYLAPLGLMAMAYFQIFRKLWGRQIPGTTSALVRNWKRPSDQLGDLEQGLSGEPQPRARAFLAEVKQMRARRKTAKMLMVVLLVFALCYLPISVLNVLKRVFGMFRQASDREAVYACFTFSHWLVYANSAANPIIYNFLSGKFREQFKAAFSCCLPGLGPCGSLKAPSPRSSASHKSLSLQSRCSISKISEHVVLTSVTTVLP
OX1R antag-2: antagonists of human orexin 1 receptor (OX1R); OX1R-expressing cells, FRET antagonist read-out; Orexin/Hypocretin receptor type 1 (Homo sapiens), O43613; AID 485270, 2010; inhibition, % at 6.6 µM; hit rate 1.8% among 330,000; in the data active means inhibition mostly above about 38%, no sharp cut-off; inactive means mostly below about 40%;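 further: 0% = agonist challenge alone and 100% = reference antagonist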
* hit, by the source's call.

OX1R antag-2,OX1R antag-1,mol
18,-24,CCCCNC(=O)C1CCCN(S(=O)(=O)c2ccc(S(=O)(=O)NCC(C)C)cc2)C1 (stereo unspecified)
27,-10,CC(C)CC(c1nnnn1CC1CCCO1)N1CCN(Cc2ccc3c(c2)OCO3)CC1 (stereo unspecified)
12,-12,CC(=O)Nc1ccc(S(=O)(=O)N[C@@H](C)C(=O)OCc2ccc(Cl)cc2)cc1
3,7,CN(C)CCCCCNCCCNC(=O)/C=N\O
4,-9,CC(C)(C)OC(=O)C[C@@H]1C/C=C\C[C@H](CC(=O)NCCO)C(=O)NC[C@@H](c2ccccc2)OC1=O
7,1,CC(=O)Nc1ccc(C(=O)NNC(=O)CCc2ccccc2)cc1
5,-15,CS(=O)(=O)N(CC(=O)N1CCCC1)Cc1ccc(Cl)cc1
18,-22,CCOC(=O)[C@@H]1[C@H]2COc3ccccc3[C@@H]2N2C(=O)N(c3ccc(F)cc3)C(=O)[C@]12C
11,-17,CCc1ccccc1NC(=O)c1ccoc1C
9,-6,COc1ccc(NC(=O)CSc2nc(C)cs2)cc1
9,-16,O=C(CCC(=O)N1CCN(c2ccc(O)cc2)CC1)c1ccc(Br)cc1
11,5,Oc1cccc(-n2nnnc2SCc2ccccc2F)c1
13,-14,CCc1ccc(C(C)NC(=O)/C=C/c2ccc(Br)cc2)cc1 (stereo unspecified)
8,-19,O=C(/C=C/c1ccccc1)N1CCN(C(=O)c2ccco2)CC1
7,-11,CCOc1ccc(NC(=O)C2CCC(CNc3c(N4CCC(C)CC4)c(=O)c3=O)CC2)cc1 (stereo unspecified)
17,-13,O=C(Nc1ccc(Br)cc1Cl)c1ccc2c(=O)n3c(nc2c1)CCC3
8,-31,CC1(OC(=O)CCc2ccccc2)C(=O)C=C2C=C(c3ccc(C#N)cc3)N(Cc3ccco3)C=C2C1=O (stereo unspecified)
21,-16,O=C(CNC(=O)c1ccc(Cl)cc1Cl)NCC(=O)Nc1ccccc1N1CCOCC1
13,-10,OCC[C@H]1C[C@@H](O)[C@H](O)[C@]2(Cc3ccccc3O2)O1
23,-37,CCN(CC)C(=O)c1ccc2nc(-c3ccccc3)c(-c3ccccc3)nc2c1

OX1R antag-2,OX1R antag-1,mol
16,-15,CNC(=O)c1c(N)sc2c1CCCCC2
10,-28,COc1ccc(NC(=O)CCCn2cnc3ccccc3c2=O)cc1
10,-14,Cc1cccc(C)c1NC(=O)Cn1nnc(-c2ccc(CN3CCC(C)CC3)cc2)n1
4,2,C=CCNC(=O)CCCCC(=O)NCC=C
13,-10,COc1ccc(C2N3CC4(C)CN2CC(C)(C3)C4)cc1OC (stereo unspecified)
8,7,CCC(C)N1C(=O)CCC1C(=O)N1CCN(c2ccccc2F)CC1 (stereo unspecified)
62*,0,Cc1nn2c(CN(C(=O)COc3ccccc3)c3ccccc3)nnc2c2ccccc12
7,0,O=C(O)c1cccnc1SC1CC(=O)N(Cc2ccccc2)C1=O (stereo unspecified)
1,-5,CN(C(=O)CSc1cccc[n+]1[O-])C1CCCCC1
0,-26,Nc1ccn(Cc2cccc(Cl)c2)n1
14,1,Cc1c(C)n(CCCN(C)C)c2ncnc(Nc3ccc(F)cc3)c12
-1,5,Cc1ccc(NCc2ccc(O)c3ncccc23)cc1C
4,15,COc1cc(OC)cc(C(=O)NNC(=S)NCc2ccco2)c1
14,-18,CCC1=C(OC(=O)N(CC)CC)N2C(=O)OC(=NCC(=O)OC)[C@]2(Cc2ccccc2)[C@H]2C1=CC[C@H]1C(=O)N(CC(=O)OC)C(=O)[C@H]12
26,-20,Cc1cccc(N2CC(C(=O)Nc3nnc(SCC(=O)N4CCOCC4)s3)CC2=O)c1 (stereo unspecified)
13,-22,COc1ccc(-c2cc(C)no2)cc1S(=O)(=O)NCCCN1CCCCCC1
10,-1,O=C(NCCN1CCOCC1)c1cc(-c2ccccc2)on1
16,-7,CCn1c(C)c2c([n+]1CC)CC(C)(C)CC2=O
11,-7,C=CCC1(Cl)C(=O)C(Cl)=C(N2CCN(C)CC2)C1(OC)OC (stereo unspecified)
9,-13,COc1ccc(NC(=O)C2=CCN(S(=O)(=O)c3ccccc3)CC2)cc1OC

OX1R antag-2,OX1R antag-1,mol
8,-7,CCN(CC)C(=O)c1cccc(NC(=O)c2cc(-c3ccccn3)nc3ccccc23)c1
17,-17,Cc1nn(CC(C)C(=O)N2CCN(S(=O)(=O)c3ccc(Cl)cc3)CC2)c(C)c1C (stereo unspecified)
1,-15,O=C(NNC(=O)c1ccc(-c2ccccc2)cc1)c1ccccc1
7,-11,O=C1NCCCC1C(=O)N/N=C/c1cccc(Cl)c1 (stereo unspecified)
4,-8,Cc1nnc(Nc2ccc3c(c2)OCO3)c2ccccc12
0,-3,CC(=O)Oc1ccc2nc(-c3ccc(Br)o3)oc(=O)c2c1
6,-31,COc1nc(-c2ccccc2)c2cc(Br)ccc2n1
21,0,Cc1cc(-c2ccn[nH]2)c(C)s1
12,-22,CC1CCN(S(=O)(=O)N2CCC(C(=O)NCCc3ccccc3)CC2)CC1
4,-24,CCCNC(=O)CSC1=N/C(=C/c2ccc(F)cc2)C(=O)N1CC
9,0,COc1ccc(/C=N/NC(=O)CNS(=O)(=O)c2ccccc2)cc1
6,-12,C=CC[C@@H](Cc1ccc(F)cc1)C(=O)OC[C@H]1CCCN1C(=O)[C@H](CC=C)CC(=O)NCCO
23,-12,COC(CNS(=O)(=O)c1ccc(S(=O)(=O)N2CCCC2)cc1)OC
12,0,O=C(N/N=C\c1cc(Br)cs1)c1ccncc1
5,-1,CC(C)n1c(N2CCN(C(=O)Nc3ccc(Cl)cc3)CC2)nc2ccccc21
18,-12,CN1C/C(=C/c2cccnc2)C(=O)/C(=C/c2cccnc2)C1
10,-28,CCN(CC)S(=O)(=O)c1ccc(N2CCOCC2)c(NS(=O)(=O)c2ccc(C(C)C)cc2)c1
18,-16,O=C(c1cc(-c2ccccc2Cl)nc2ccccc12)N1CCC1
33,17,CCOc1ccc(S(=O)(=O)N(CC(=O)N2CCc3ccccc32)Cc2ccco2)cc1
7,-18,Cc1cccc(N2CCN(S(=O)(=O)c3ccc4c(c3)n(C)c(=O)c(=O)n4C)CC2C)c1 (stereo unspecified)

Next part (two carried over from the part before).
OX1R antag-2,OX1R antag-1,mol
33,17,CCOc1ccc(S(=O)(=O)N(CC(=O)N2CCc3ccccc32)Cc2ccco2)cc1
7,-18,Cc1cccc(N2CCN(S(=O)(=O)c3ccc4c(c3)n(C)c(=O)c(=O)n4C)CC2C)c1 (stereo unspecified)
8,-12,O=C(NCC1CCCO1)c1cccc(S(=O)(=O)Nc2ccc(SC(F)F)cc2)c1 (stereo unspecified)
-8,-27,CCOc1ccc(NC(=O)N(CCC(C)C)C(C)c2ccco2)cc1 (stereo unspecified)
-4,-3,CCCCN(C(=O)CC1CCCC1)c1c(N)n(CCCC)c(=O)[nH]c1=O
15,-2,CCOCC(=O)N1CCCC(C(=O)OCC)C1 (stereo unspecified)
6,-12,COc1ccc(S(=O)(=O)N2CCCCC2)cc1NC(=S)Nc1ccccc1
71*,5,COc1cccc(/C=N/Nc2nnc(C)n2N)c1O
20,-24,COc1ccc(-c2csc(NC(=O)c3ccccc3F)n2)cc1
10,-7,Cc1ncc([N+](=O)[O-])n1Cc1cccc(F)c1
10,-7,Cc1ccc(CN2C(=O)CNC2=S)cc1
16,-29,CC(C)[C@H](NS(=O)(=O)c1ccc2c(c1)OCCO2)C(=O)OCC(=O)Nc1ccccc1Cl
14,-7,COc1ccc2cc(/C=N/NC(=O)c3c(Cl)cnn3C)c(Cl)nc2c1
24,-27,CCCc1nc2ccc(NC(=O)NCCC(=O)OCC)cc2c(=O)n1Cc1ccc(Cl)cc1
46,-5,Cc1ccc(C(=O)N/N=C\c2ccc[nH]2)cc1[N+](=O)[O-]
1,-15,CCC1C(=O)NCCN1C(=O)c1ccccc1OC1CCN(S(C)(=O)=O)CC1 (stereo unspecified)
-6,-6,CCOc1ccc(Br)cc1S(=O)(=O)NCCN1CCCC1
28,-32,O=C(NC(NCc1cccnc1)C(Cl)(Cl)Cl)c1cccc2ccccc12 (stereo unspecified)
18,-1,CN(NC(=O)c1ccco1)c1nc2ccccc2nc1C(F)(F)F
-1,1,O=C(Nc1ccccc1OC(F)F)c1ccc(S(=O)(=O)N2CCCC2)cc1
5,6,O=C(Nc1ccc(F)cc1)Nc1cccnc1Cl
2,-17,COC(=O)C1C2C=CC(C3CC23)C1C(=O)OCC(=O)c1ccccc1 (stereo unspecified)

OX1R antag-2,OX1R antag-1,mol
-1,-30,CC(=O)N1CCN(C(=O)COc2ccccc2C(=O)Nc2ccccc2)CC1
8,-20,Cc1ccccc1CCNC(=O)CCn1ccc2cc(S(=O)(=O)N3CCCC3)ccc21
5,-5,Nc1c(S(=O)(=O)c2cccs2)c2nc3ccccc3nc2n1Cc1cccs1
-3,-28,CCc1c(C)c(C#N)c2nc3ccccc3n2c1NCCOC
7,8,Cc1ccccc1Sc1ccc([N+](=O)[O-])cn1
18,-23,COc1cccc(-c2cc(C(=O)Nc3ccncc3)c3ccccc3n2)c1
19,-15,CCCC(CCC(=O)Nc1ccc(C(=O)OCC)cc1)C(=O)O (stereo unspecified)
5,-22,COc1ccccc1C(NC(=O)C1CCCCC1)c1c(O)ccc2ccccc12 (stereo unspecified)
7,7,Cc1cc(=O)[nH]c(N/N=C/c2cn(CCC#N)nc2-c2ccccc2)n1
32,-20,O=C(NCC(=O)N1CC=C(c2ccccc2)CC1)c1ccccc1Br
5,-21,COc1ccc(/C=C/C(=O)OCC(=O)NCCC2=CCCCC2)cc1S(=O)(=O)N1CCOCC1
15,-4,COc1cccc(C(=O)NCCS(=O)(=O)N2CCCCC2)c1
-1,-3,COc1ccc(C2(O)C(=O)Nc3ccc(C)cc32)cc1 (stereo unspecified)
9,-28,Cc1nc(C(=O)N2CCc3c([nH]c4ccccc34)C2c2ccccn2)cs1 (stereo unspecified)
20,-27,O=C(CSc1nc(O)cc(=O)n1-c1ccccc1)c1ccc(Br)cc1
73,-13,O=C(N/N=C/c1cccc2nccnc12)c1ccccc1O
12,5,COc1ccc(Cc2c[nH]c(=O)[nH]c2=O)cc1
0,-17,Cc1ccccc1-c1cc(C(=O)NCc2ccco2)n(CC2CC(c3cccnc3)=NO2)n1 (stereo unspecified)
7,-44,COc1ccc(Cl)c(Cn2c(NCc3ccccn3)nc3c2c(=O)n(C)c(=O)n3C)c1
-6,-30,CCc1ccc(CNC(=O)C2CCCN(S(=O)(=O)N(CC)c3ccccc3)C2)cc1 (stereo unspecified)

OX1R antag-2,OX1R antag-1,mol
10,-19,CCOC(=O)N1CCN(C(=O)CC(C(=O)N2CCc3ccccc32)n2ccnc2)CC1 (stereo unspecified)
28,-13,Cc1ccccc1CN1CCCOCCS1(=O)=O
-1,2,O=c1c(-c2ccccc2)c(O)c2ccccc2n1-c1ccccc1
40,-25,CCCCN(C(=O)CSc1cc(C)c2ccccc2n1)c1c(N)n(Cc2ccccc2)c(=O)[nH]c1=O
30,-15,COc1cccc(N2CC(=O)Nc3c(oc4nc(-c5ccccc5)cc(C)c34)C2=O)c1
42,-7,COc1ccc(N2C(=O)CC(Nc3ccc(N4CCOCC4)cc3)C2=O)c(OC)c1 (stereo unspecified)
13,-11,c1ccc(Cc2cc[n+](Cc3ccccn3)cc2)cc1
37,-15,COc1ccc(C(=O)c2c3ccc(OC)cc3[n+]([O-])n2Cc2ccc(C(N)=O)cc2)cc1
18,0,Cc1c(C)[n+](=O)c(-c2cccs2)c(C)n1[O-]
15,16,Cc1cc(-c2ccc(C)c(S(=O)(=O)Nc3ccc(S(N)(=O)=O)cc3)c2)on1
2,-26,Cc1ccc(OCCN(C)C(=O)C2CCC(=O)N(CC3CCCCC3)C2)cc1 (stereo unspecified)
3,-6,COc1ccc(C2=NOC(C(=O)N3CCCc4ccccc43)C2)cc1 (stereo unspecified)
16,-4,O=C(Nc1ccccc1Cl)c1cccs1
20,-12,CC(C)(Oc1ccc(Cl)cc1)C(=O)Nc1cccnc1
28,-5,O=C1C=C(N2CCN(C(=O)c3ccccc3)CC2)C2(CCCCC2)O1

Shown tab-delimited: entries from further up
SMILES	OX1R antag-2	OX1R antag-1
Cc1ccccc1-c1cc(C(=O)NCc2ccco2)n(CC2CC(c3cccnc3)=NO2)n1 (stereo unspecified)	0	-17
COc1ccc(Cl)c(Cn2c(NCc3ccccn3)nc3c2c(=O)n(C)c(=O)n3C)c1	7	-44
CCc1ccc(CNC(=O)C2CCCN(S(=O)(=O)N(CC)c3ccccc3)C2)cc1 (stereo unspecified)	-6	-30
CCOC(=O)N1CCN(C(=O)CC(C(=O)N2CCc3ccccc32)n2ccnc2)CC1 (stereo unspecified)	10	-19
Cc1ccccc1CN1CCCOCCS1(=O)=O	28	-13
O=c1c(-c2ccccc2)c(O)c2ccccc2n1-c1ccccc1	-1	2
CCCCN(C(=O)CSc1cc(C)c2ccccc2n1)c1c(N)n(Cc2ccccc2)c(=O)[nH]c1=O	40	-25
COc1cccc(N2CC(=O)Nc3c(oc4nc(-c5ccccc5)cc(C)c34)C2=O)c1	30	-15
COc1ccc(N2C(=O)CC(Nc3ccc(N4CCOCC4)cc3)C2=O)c(OC)c1 (stereo unspecified)	42	-7
c1ccc(Cc2cc[n+](Cc3ccccn3)cc2)cc1	13	-11
COc1ccc(C(=O)c2c3ccc(OC)cc3[n+]([O-])n2Cc2ccc(C(N)=O)cc2)cc1	37	-15
Cc1c(C)[n+](=O)c(-c2cccs2)c(C)n1[O-]	18	0
Cc1cc(-c2ccc(C)c(S(=O)(=O)Nc3ccc(S(N)(=O)=O)cc3)c2)on1	15	16
Cc1ccc(OCCN(C)C(=O)C2CCC(=O)N(CC3CCCCC3)C2)cc1 (stereo unspecified)	2	-26
COc1ccc(C2=NOC(C(=O)N3CCCc4ccccc43)C2)cc1 (stereo unspecified)	3	-6
